From PubChem BioAssay
SUMO1-SIM PPI = modulators of human SUMO1-mediated protein-protein interactions; P63165; SUMO1 binding to a labelled peptide, TR-FRET, 1 h; inhibition, % at 20 µM; 360,000 compounds, 0.33% hits; in the data active = inhibition above about 37%
Target sequence (P63165 whole entry, looked up): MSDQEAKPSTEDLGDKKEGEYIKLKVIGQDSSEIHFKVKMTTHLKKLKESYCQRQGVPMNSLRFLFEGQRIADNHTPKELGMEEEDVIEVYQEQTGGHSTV
Scp1 inh = Scp-1 (human) phosphatase inhibition | Q9GZU7 | Recombinant Scp1, phosphopeptide, malachite green phosphate absorbance | inhibition, % at 20 µM | 340,000 compounds, 0.88% hits | AID 493091;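 active = inhibition above about 50% at 20 µM, limit read from the data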;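 also: plate controls were DMSO wells with enzyme for no effect and wells lacking enzyme for full effect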
Target sequence (Q9GZU7 76-261 limits assumed): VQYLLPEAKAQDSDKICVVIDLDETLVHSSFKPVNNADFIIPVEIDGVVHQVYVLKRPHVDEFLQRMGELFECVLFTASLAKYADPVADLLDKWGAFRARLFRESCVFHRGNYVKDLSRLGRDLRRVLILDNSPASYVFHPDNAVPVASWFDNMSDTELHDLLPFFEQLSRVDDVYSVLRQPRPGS
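Material: truncated SCP-1 phosphatase (76-261aa) / Buffer or medium: 50 mM Tris acetate pH 5.5, 0.005% Tween-20, 10 mM MgCl2 / Compound dosing: one concentration, 20 µM, with 1.0% DMSO / Incubation: 45 min room-temperature reaction, 5 min colour, 30 min stabiliser / Detection: colorimetric free-phosphate detection, absorbance 630 nm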
DNMT1 inh = DNMT1 (human) enzyme inhibition | inhibition (reported as % activation of signal), % at 10 µM | DNMT1 molecular beacon, Hinp1I cleavage, fluorescence | P26358 | 360,000 compounds, 0.83% hits; in the data active = inhibition above about 50%
STEP inh = blocks human striatal-enriched tyrosine phosphatase | inhibition, % at 20 µM | P54829 | recombinant STEP, OMFP fluorogenic substrate, fluorescence | 360,000 compounds, 0.25% hits;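 active = inhibition at 20 µM, scaled per plate between control wells, above about 37%, limit read from the data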;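 also: 0% = DMSO with enzyme and substrate and 100% = substrate only without enzyme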
Target sequence (P54829 whole entry, looked up): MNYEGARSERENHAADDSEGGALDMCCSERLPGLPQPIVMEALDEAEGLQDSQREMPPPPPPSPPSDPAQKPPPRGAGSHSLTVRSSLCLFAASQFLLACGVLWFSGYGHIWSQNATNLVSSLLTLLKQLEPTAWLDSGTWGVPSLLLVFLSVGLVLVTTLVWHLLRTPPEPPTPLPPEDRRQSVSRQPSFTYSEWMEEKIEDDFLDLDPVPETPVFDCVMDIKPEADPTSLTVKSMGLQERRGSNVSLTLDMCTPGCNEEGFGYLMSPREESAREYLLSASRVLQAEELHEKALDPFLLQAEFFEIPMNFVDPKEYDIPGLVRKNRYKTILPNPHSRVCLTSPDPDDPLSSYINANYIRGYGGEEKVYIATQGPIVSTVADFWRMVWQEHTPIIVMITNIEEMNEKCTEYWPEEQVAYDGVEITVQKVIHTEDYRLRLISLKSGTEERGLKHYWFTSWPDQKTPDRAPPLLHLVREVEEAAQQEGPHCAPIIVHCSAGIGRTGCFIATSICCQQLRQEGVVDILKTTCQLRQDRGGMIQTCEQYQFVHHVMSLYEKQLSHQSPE
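medium = Bis-Tris buffer pH 6.0, 2.5 mM DTT, 0.005% Tween 20 | test system = STEP (striatal-enriched tyrosine phosphatase) enzyme, cell-free | measure = normalized % inhibition | compound dosing = 20 µM, 1% DMSO | also added = 25 µM OMFP | schedule = reaction 20 min, ambient temperature | measured by = fluorescence read at 480 nm ex / 540 nm em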
CSN inh = CSN deneddylation inhibition; inhibition, % at 12.5 µM; 360,000 compounds, 0.38% hits; Purified CSN, SCF-Nedd8-OG deneddylation, fluorescence polarization; AID 651999;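 active = pattern-corrected inhibition above about 35%, with an unprinted fluorescence ratio check between 0.5 and 1.5, limit read from the data, passing the limit was not always enough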;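 also: 0% = enzyme with substrate and 100% = substrate without enzyme; some results filed as inactive read as strong as hits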
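Assay system: purified human Csn5 enzyme expressed in HEK293T cells; measure: % inhibition; also added: SCFSkp2-Nedd8OG substrate at 10 nM final; technique: fluorescence polarization; times: reaction 90 min, room temperature; medium: Tris buffer pH 7.5, NaCl, DTT, Tween-20, trehalose, ovalbumin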
NadD block = inhibitors of Staphylococcus aureus NadD; AID 602399; 360,000 compounds, 0.78% hits; purified NadD enzyme, colorimetric absorbance read-out; inhibition, % at 20 µM; in the data active = inhibition above about 26%; also: some compounds past the cut are filed as inactive
Rpn11 block = Rpn11 (human) deubiquitinase inhibition | human 26S proteasome, Ub4-pepOG fluorescence polarization; 20S core pre-blocked with epoxomicin | calls only at 20 µM | 360,000 compounds, 0.59% hits | O00487 | AID 588493;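 active = inhibition at 20 µM, scaled to each plate's controls, above about 33%, limit read from the data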
LMPTP block = LMPTP (human) inhibition. P24666. recombinant LMPTP-A, OMFP fluorogenic substrate, fluorescence intensity. inhibition, % at 20 µM. 360,000 compounds, 0.22% hits. AID 651560;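 active = compounds that cut the enzyme signal by at least half of the control window in the single-dose screen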;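 also: plate controls were DMSO wells with enzyme plus substrate for no effect and substrate without enzyme for full effect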
Target sequence (P24666 whole entry, looked up): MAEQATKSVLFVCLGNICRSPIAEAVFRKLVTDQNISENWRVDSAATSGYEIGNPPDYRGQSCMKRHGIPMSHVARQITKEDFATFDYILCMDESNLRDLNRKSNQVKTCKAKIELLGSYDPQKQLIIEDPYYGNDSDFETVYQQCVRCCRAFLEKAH
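Assay system: LMPTP-A phosphatase enzyme | Input: 0.625 nM enzyme | Also added: Fluorogenic phosphatase substrate OMFP at 400 µM final | Compound dosing: One test concentration per compound, 20 µM, with 3% DMSO overall | Schedule: 50 min enzyme reaction at room temperature, protected from light | Signal: Fluorescence intensity | Benchmarks: no-enzyme and uninhibited controls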
Neddyl block = cullin neddylation inhibition | P61081+Q13564 | TR-FRET cullin neddylation, biochemical | calls only at 25 µM | 360,000 compounds, 0.58% hits; in the data active = inhibition above about 36%
Rin1-Abl PPI inh = inhibitors of human Rin1-Abl protein interaction. TR-FRET Rin1/Abl binding, biochemical. inhibition, % at 7.35 µM. P00519+Q13671. AID 588664. 360,000 compounds, 0.4% hits; in the data active = inhibition above about 5%, passing the limit was not always enough
An asterisk follows results filed as active; i = inactive; · = no result given.

SMILES | SUMO1-SIM PPI | Scp1 inh | DNMT1 inh | STEP inh | CSN inh | NadD block | Rpn11 block | LMPTP block | Neddyl block | Rin1-Abl PPI inh
C/C(=N/NS(=O)(=O)c1ccc(C)cc1C)c1c[nH]c2ccccc12 | -2 | 7 | 2 | -4 | -2 | 2 | i | -0.9 | i | 0
Cc1cc(S(=O)(=O)N2CCOCC2)ccc1OCC(=O)Nc1ccc(F)c(Cl)c1 | -6 | -2 | -4 | -2 | 4 | 2 | i | 1.2 | i | -2
COC(=O)C1=C(C)N=c2s/c(=C/c3cccs3)c(=O)n2C1c1ccc(F)cc1 (centres undefined) | -4 | -8 | -6 | 5 | 2 | 26 | i | 1.2 | i | 3
CCC(=O)N1CCc2cc(S(=O)(=O)CCC(=O)N3CCCC(C)C3)ccc21 (centres undefined) | 4 | -11 | -2 | -2 | -5 | -3 | i | -1.7 | i | 4
Cc1ccc2c(C)c(C(=O)N3CCC(O)(c4ccccc4)CC3)oc2c1C | 4 | -10 | 0 | -1 | -1 | -5 | i | 2.1 | i | -2
CCC(=O)Nc1ccc(S(=O)(=O)Nc2nccs2)cc1 | -1 | -10 | -2 | 0 | -2 | 7 | i | -1.2 | i | 2
COc1ccccc1C(=O)NC(CCSC)C(=O)OCC(=O)N1CCCC1=O (centres undefined) | -2 | -6 | 0 | 1 | -6 | -5 | i | 0.8 | i | -2
CCOC(=O)c1ccc(C(=O)NNC(=O)C2C3C=CC(C3)C2C(=O)O)cc1 (centres undefined) | -1 | 1 | 1 | 0 | 7 | -4 | i | -3.3 | i | 1
CCC1(CC)NC(=O)N(CC(=O)OC(C)C(=O)Nc2ccc(S(N)(=O)=O)cc2)C1=O (centres undefined) | -4 | · | 1 | 0 | -3 | 0 | i | -1.4 | i | 1
Brc1ccc(-c2nn3c(-c4ccccn4)nnc3s2)o1 | -2 | 72* | 8 | 6 | 3 | 6 | i | 0.2 | i | 0
O=C(Nc1cccc(S(=O)(=O)N2CCOCC2)c1)c1ccc2ccccc2n1 | -11 | 3 | -4 | 1 | 1 | -4 | i | 1.0 | i | 0
COc1ccc(S(=O)(=O)N(C)C)cc1NC(=O)Cc1ccc(S(=O)(=O)N2CCOCC2)s1 | -2 | -1 | -2 | -2 | -4 | -5 | i | 1.0 | i | 2
COC(=O)C1=C(C)Nc2ncnn2C1c1ccc(C)o1 (centres undefined) | 6 | 0 | -1 | 1 | 0 | 1 | i | -1.6 | i | -1
CC1(C)CC(=O)C=C(Nc2ccc(O)cc2)C1 | 1 | · | 8 | 0 | -2 | -4 | i | 2.4 | i | -3
Cc1cc(C(=O)Nc2cccc([N+](=O)[O-])c2)c(C)o1 | -13 | -14 | -5 | 2 | 5 | 1 | i | -0.5 | i | -1
COc1cc(OC)c(OC)cc1CN1CCCC(C(=O)N2CCCC2)C1 (centres undefined) | 1 | -15 | 3 | -1 | 3 | -5 | i | -2.1 | i | 3
Cc1ccc(S(=O)(=O)N2CCCOC2CNC(=O)C(=O)NCc2cccs2)cc1 (centres undefined) | 5 | -10 | -2 | -2 | -10 | -2 | i | -1.1 | i | 1
N#Cc1nc(COc2ccccc2)oc1NCCCn1ccnc1 | -3 | -3 | 1 | 0 | 2 | 1 | i | -2.1 | i | 0
O=C1c2cccnc2C(O)N1Cc1ccccc1 (centres undefined) | -1 | -2 | 5 | -1 | 3 | 5 | i | -0.9 | i | 2
COc1ccc(Cn2c(=S)[nH]c3cc(C(=O)NCCCN4CCOCC4)ccc3c2=O)cc1 | -1 | -7 | -2 | 3 | 3 | 0 | i | 0.0 | i | 3
Clc1ccc(-c2cccc3nccn23)c(Cl)c1 | -8 | · | 5 | -1 | 0 | 5 | i | 2.3 | · | -4
CN(C)S(=O)(=O)N1CCN(CC(O)COc2ccc(-c3ccccc3)cc2)CC1 (centres undefined) | 4 | 1 | -7 | -1 | -2 | -6 | i | -2.2 | i | -3
COCCn1c(=O)[nH]c2cc(C(=O)N3CCN(c4cccc(C)c4C)CC3)ccc2c1=O | 3 | -8 | 4 | -1 | 2 | 6 | i | 0.2 | i | 2
CC(C)C(=O)NC(=O)[C@@H]1CCCN1C(=O)/C=C/c1ccccc1 | -9 | -8 | 4 | -1 | -3 | 3 | i | -0.7 | i | -4
Cc1cc(=O)[nH]c(Nc2cccc(C(F)(F)F)c2)n1 | -1 | 0 | 1 | -1 | 2 | -2 | i | 0.6 | i | -1
CCOC(=O)c1c(C)[nH]c(C)c1C(=O)CN1C(=O)NC2(CCCCCC2)C1=O | 0 | -2 | 4 | -2 | -3 | 0 | i | -0.4 | i | 2
CCCN1C(=O)c2cc(C(=O)NC3CCCC3)ccc2C1O (centres undefined) | 3 | 3 | 3 | 1 | 1 | 3 | i | -1.1 | i | 0
O=C(COc1ccc(Cl)cc1)NNC(=O)c1cccnc1 | 2 | -5 | 0 | 0 | -2 | 0 | i | -1.1 | i | 3
O=C(NC1CC1)c1cccc(NC(=O)C2CCN(S(=O)(=O)c3ccccc3C(F)(F)F)CC2)c1 | 1 | · | -2 | 1 | -5 | 2 | i | -0.5 | i | 2
Cc1ccccc1NC(=O)Cn1cnc2c(oc3nc4c(cc32)COC(C)(C)C4)c1=O | -1 | 8 | -4 | 2 | -4 | -3 | i | -1.4 | i | -1
Clc1nccc(NCc2ccccc2)n1 | -3 | -3 | 3 | -1 | 2 | -5 | i | -1.0 | i | -3
O=C(C1=C[C@H](c2coc3ccccc3c2=O)C[C@H](OCc2ccc(CO)cc2)O1)N1CCN(Cc2ccccc2)CC1 | 1 | 0 | -5 | -1 | 0 | -6 | i | -0.1 | i | 3
CC(=O)N1CCN(C(=O)c2ccc3c(c2)OCCO3)CC1 | -20 | -2 | -1 | -3 | 1 | 4 | i | -9.1 | i | 4
CC(C)COP(=O)(c1ccc(N(C)C)cc1)C(Nc1ccccc1)c1ccccc1 (centres undefined) | -4 | -5 | -12 | 0 | -6 | 1 | i | 3.1 | i | 2
Cc1c(C(c2ccc(O)cc2)c2c(C)n(C)n(-c3ccccc3)c2=O)c(=O)n(-c2ccccc2)n1C | 1 | 20 | -3 | 0 | -3 | 10 | i | 1.9 | i | 3
CC(NC(=O)c1ccco1)C1CCCO1 (centres undefined) | -2 | 0 | 3 | -15 | 1 | 6 | i | -3.2 | i | 3
CCOc1ccc(NC(=O)CN(C)C(=O)c2ccc(OCc3ccccc3)c(OC)c2)cc1OCC | -3 | 4 | 5 | 0 | 1 | -8 | i | 0.5 | i | 3
O=c1[nH]cnc2c1c(-c1ccccc1)cn2-c1ccccc1 | 18 | -9 | 0 | -3 | 1 | -1 | i | 1.8 | i | 1
Cc1nc(SCC(=O)NC(=O)NCc2ccco2)nc(C)c1C | 4 | -3 | 16 | -2 | -1 | 5 | i | 0.1 | i | 0
Cc1cccc(-c2nnc(SCCOc3ccc4c(C)cc(=O)oc4c3)o2)c1 | -4 | -6 | -1 | 0 | -4 | -11 | i | 0.8 | i | 0

Rewritten in markdown: entries from further up
| molecule | SUMO1-SIM PPI | Scp1 inh | DNMT1 inh | STEP inh | CSN inh | NadD block | Rpn11 block | LMPTP block | Neddyl block | Rin1-Abl PPI inh |
| --- | --- | --- | --- | --- | --- | --- | --- | --- | --- | --- |
| Cc1nc(SCC(=O)NC(=O)NCc2ccco2)nc(C)c1C | 4 | -3 | 16 | -2 | -1 | 5 | i | 0.1 | i | 0 |
| O=C(C1=C[C@H](c2coc3ccccc3c2=O)C[C@H](OCc2ccc(CO)cc2)O1)N1CCN(Cc2ccccc2)CC1 | 1 | 0 | -5 | -1 | 0 | -6 | i | -0.1 | i | 3 |

Next part
SMILES | SUMO1-SIM PPI | Scp1 inh | DNMT1 inh | STEP inh | CSN inh | NadD block | Rpn11 block | LMPTP block | Neddyl block | Rin1-Abl PPI inh
Cc1ccc(C2=NS(=O)(=O)N(C)C(C(=O)NC3CCCC3)=C2)cc1 | -18 | -17 | -5 | 1 | -1 | 2 | i | -0.7 | i | 5
CC(C)c1nc2sc3c(=O)n(N)cnc3c2c2c1COC(C)(C)C2 | 21 | -5 | 9 | 1 | 0 | -1 | i | -0.2 | i | -4
O=S(=O)(c1ccc(F)cc1)N1CCN(c2ncccn2)CC1 | -1 | -1 | -2 | -1 | -5 | -5 | i | -0.9 | i | 0
O=C(CSc1ccccc1C(=O)O)Nc1cccc(C(=O)O)c1 | -3 | -7 | 4 | 4 | 2 | 1 | i | -1.2 | i | -2
COc1cc(/C=N/NC(=O)Cc2c[nH]c3ccccc23)cc(OC)c1OC | -10 | -4 | -6 | 2 | -5 | -4 | i | 0.3 | i | 1
COC(=O)c1c(NC(=O)C(C)C)sc2c1CCN(Cc1ccccc1)C2 | -3 | -1 | 4 | 2 | -2 | -1 | i | -0.4 | i | 1
NS(=O)(=O)c1ccc(CCNC(=O)c2cc3ccccc3oc2=O)cc1 | -19 | -5 | -2 | 2 | 4 | -3 | i | 0.5 | i | -4
CCCCOc1ccc(NC(=O)C(=O)NCCC2=CCCCC2)cc1 | 0 | -7 | 11 | -1 | 0 | 2 | i | 0.0 | i | -2
Cc1nnc2n(-c3ccccc3)c(=O)c3c4c(sc3n12)COC(C)(C)C4 | 3 | 3 | 5 | -8 | 1 | -3 | i | -1.0 | i | -3

In the list so far, 6 have an aryl methoxy group.
SMILES | SUMO1-SIM PPI | Scp1 inh | DNMT1 inh | STEP inh | CSN inh | NadD block | Rpn11 block | LMPTP block | Neddyl block | Rin1-Abl PPI inh
COc1ccccc1C(=O)NC(CCSC)C(=O)OCC(=O)N1CCCC1=O (centres undefined) | -2 | -6 | 0 | 1 | -6 | -5 | i | 0.8 | i | -2
COc1ccc(S(=O)(=O)N(C)C)cc1NC(=O)Cc1ccc(S(=O)(=O)N2CCOCC2)s1 | -2 | -1 | -2 | -2 | -4 | -5 | i | 1.0 | i | 2
COc1cc(OC)c(OC)cc1CN1CCCC(C(=O)N2CCCC2)C1 (centres undefined) | 1 | -15 | 3 | -1 | 3 | -5 | i | -2.1 | i | 3
COc1ccc(Cn2c(=S)[nH]c3cc(C(=O)NCCCN4CCOCC4)ccc3c2=O)cc1 | -1 | -7 | -2 | 3 | 3 | 0 | i | 0.0 | i | 3
CCOc1ccc(NC(=O)CN(C)C(=O)c2ccc(OCc3ccccc3)c(OC)c2)cc1OCC | -3 | 4 | 5 | 0 | 1 | -8 | i | 0.5 | i | 3
COc1cc(/C=N/NC(=O)Cc2c[nH]c3ccccc23)cc(OC)c1OC | -10 | -4 | -6 | 2 | -5 | -4 | i | 0.3 | i | 1

Compounds were not picked by outcome, and some 3.8% of all compounds hit somewhere here.
